# Screening data: PubChem, several laboratories
# Diaph inh CS – counter-screen for diaphorase-based assays: diaphorase inhibitors and chemical oxidizers; diaphorase resazurin-to-resorufin fluorescence, NADH, 16 min; bacterial (C. kluyveri) enzyme, not human; inhibition, % at 20 µM; hit rate 0.69% among 190,000; AID 1217;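 active means primary screen inhibition at 20 µM above a set limit, cut at about 50% in these data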;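 further: plate controls were DMSO with full reaction for no effect and wells lacking NADH for full effect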
#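 Test system: diaphorase enzyme from Clostridium kluyveri; amount: diaphorase at 0.14 U/mL in enzyme working solution; detection: fluorescence of resorufin formed from resazurin, Ex 544/Em 590 nm; times: reaction incubation of 16 min at room temperature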
# bIAP inh – intestinal alkaline phosphatase (bovine) inhibition; purified bovine IAP, CDP-star luminescence, 30 min; inhibition, % at 20 µM; 190,000 tested, under 10 active; AID 1019;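 active means over 50% inhibition of intestinal alkaline phosphatase at 20 µM in the single-dose screen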
#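 Assay system – bovine IAP enzyme · Quantity – bovine IAP at 1/65,000,000 final dilution · Detection – CDP-star luminescence signal · Times – 30 min reaction at room temperature · Also added – CDP-star substrate at 30 µM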
# PMI activator – activators of human phosphomannose isomerase; purified human PMI, coupled resazurin fluorescence, 20 min; stronger effect = higher value; 1 = vehicle control, 0 substrate-free wells; activation factor at 20 µM; hit rate 0.005% among 190,000;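 active means activation factor of 2 or more at 20 µM, relative to plate controls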
# Target sequence (P34949 whole entry, looked up): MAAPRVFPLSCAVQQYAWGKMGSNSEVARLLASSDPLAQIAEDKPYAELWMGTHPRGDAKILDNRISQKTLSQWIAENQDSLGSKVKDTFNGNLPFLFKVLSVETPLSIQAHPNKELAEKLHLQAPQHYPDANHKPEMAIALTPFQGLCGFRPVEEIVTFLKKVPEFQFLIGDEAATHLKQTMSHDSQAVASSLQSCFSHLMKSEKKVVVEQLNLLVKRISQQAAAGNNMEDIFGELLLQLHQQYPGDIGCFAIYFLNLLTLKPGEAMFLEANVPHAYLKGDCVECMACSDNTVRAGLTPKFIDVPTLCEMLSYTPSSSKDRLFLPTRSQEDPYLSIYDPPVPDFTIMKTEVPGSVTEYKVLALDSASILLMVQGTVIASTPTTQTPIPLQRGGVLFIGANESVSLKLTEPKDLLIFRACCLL
# PMI act hi M6P – activators of human phosphomannose isomerase at near-saturating mannose 6-phosphate | coupled PMI enzyme assay, resazurin fluorescence, 20 min; stronger effect = higher value; 1 = untreated enzyme, 0 = substrate-free blank | hit rate 0.34% among 190,000 | activation factor at 20 µM | P34949;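 active means activation factor of 2 or more at 20 µM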
#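 Material: human phosphomannose isomerase with PGI, G6PDH, diaphorase coupling enzymes. Quantity: 15 ng/mL PMI. Medium: HEPES pH 7.4 buffer with MgCl2 and Tween-20. Reagent: Near-saturating mannose-6-phosphate, 1.0 mM. Compound: 20 µM single dose. Times: enzyme reaction with compound 20 min at room temperature. Detection: resorufin fluorescence at Ex 544/Em 590 nm.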
# Diaph act CS – counter-screen for diaphorase-based assays: diaphorase activators and chemical reducers; Diaphorase/resazurin coupled assay, resorufin fluorescence, 16 min; stronger effect = higher value; 1 = vehicle wells, 0 = NADH-free wells; hit rate 0.005% among 190,000; AID 1229; activation factor at 20 µM;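 active means diaphorase activity raised at least twofold by the compound at 20 µM; inactive means activation factor below 2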
#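 Assay system: Purified diaphorase enzyme from Clostridium kluyveri | Amount: Enzyme 0.07 U/mL final | Dosing: Compound 20 µM once, DMSO 1% | Timing: 16 min reaction at room temperature | Detection: Fluorescence, excitation 544 nm and emission 590 nm | Evaluation: Higher resorufin formation from activation or reduction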
# TNAP act hi DEA – activators of human TNAP at high phosphate acceptor concentration; purified TNAP, CDP-star luminescence, 1 M DEA, 30 min; stronger effect = higher value; 0 = EDTA background, 1 = DMSO-only activity; P05186; activation factor at 20 µM; 200,000 tested, under 10 active;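 active means activation factor at least 2 at 20 µM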
# Target sequence (P05186 whole entry, looked up): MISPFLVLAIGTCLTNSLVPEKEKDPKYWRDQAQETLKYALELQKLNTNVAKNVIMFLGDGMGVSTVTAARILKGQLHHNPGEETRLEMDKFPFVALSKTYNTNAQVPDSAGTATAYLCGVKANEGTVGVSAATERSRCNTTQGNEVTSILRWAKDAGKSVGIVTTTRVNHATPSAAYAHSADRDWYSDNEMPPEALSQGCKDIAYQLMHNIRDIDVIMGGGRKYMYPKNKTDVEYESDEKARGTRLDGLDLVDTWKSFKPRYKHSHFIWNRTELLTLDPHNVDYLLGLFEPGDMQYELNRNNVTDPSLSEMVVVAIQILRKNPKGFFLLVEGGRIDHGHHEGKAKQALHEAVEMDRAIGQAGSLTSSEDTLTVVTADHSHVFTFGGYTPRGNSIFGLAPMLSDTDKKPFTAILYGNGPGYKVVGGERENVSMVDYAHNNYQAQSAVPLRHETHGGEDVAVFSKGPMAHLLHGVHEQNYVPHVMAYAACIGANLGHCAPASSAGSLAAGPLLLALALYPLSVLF
#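 Measured by: Luminescent substrate turnover signal | Test system: Human TNAP | Input: TNAP 1/800 final | Dosing: 20 µM single point | Schedule: 30 min, room temperature | Controls: EDTA wells as negative control, DMSO wells as positive control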
# TNAP inh no acc – inhibitors of human TNAP without phosphate acceptor | hit rate 0.26% among 200,000 | AID 1012 | P05186 | inhibition, % at 20 µM | purified TNAP, CDP-star luminescence, 30 min;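 active means tissue-nonspecific alkaline phosphatase inhibition above about 50% at 20 µM in the single-dose screen, limit read from the data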;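 further: 0% = DMSO negative control and 100% = EDTA positive control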
# L major viab – inhibitors of Leishmania major promastigote growth | Leishmania major promastigotes, resazurin fluorescence viability | inhibition, % at 10 µM | hit rate 9% among 200,000 | AID 1063; in the data active means inhibition above about 50%;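 further: promastigotes grown with compound for 44 hours at 28 °C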
# bIAP act – intestinal alkaline phosphatase (bovine) activation; hit rate 0.17% among 200,000; purified bovine IAP, CDP-star luminescence, 30 min; stronger effect = higher value; fold of DMSO-control signal, blank-subtracted; activation factor at 20 µM;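 active means activation factor of 2 or more at 20 µM, a signal rise over negative controls twice the positive control's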
# TNAP inh hi DEA – TNAP (human) inhibition, high acceptor | purified TNAP, CDP-star luminescence, 1 M DEA | P05186 | inhibition, % at 20 µM | hit rate 0.03% among 200,000;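 active means over 50% inhibition of tissue-nonspecific alkaline phosphatase at 20 µM in the single-dose screen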;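 further: plate controls were DMSO wells for no effect and EDTA-quenched wells as full inhibition for full effect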
# * marks the source's active call; other numbers are inactive results; nt = no result given.
# Start of the data: the first two entries (preview)
SMILES,Diaph inh CS,bIAP inh,PMI activator,PMI act hi M6P,Diaph act CS,TNAP act hi DEA,TNAP inh no acc,L major viab,bIAP act,TNAP inh hi DEA
Cc1ccc(-n2c(SCc3nc4ccccc4[nH]3)nnc2-c2ccncc2)cc1,5,-5,1,1,1,1,-16,10,1.1,-1
COc1ccc(NC(=O)CN2C(=O)CSC(C)C2=O)cc1 (stereo unspecified),4,8,1.1,1.1,1,1,-14,-5,0.9,-2

# Results (from the top)
SMILES,Diaph inh CS,bIAP inh,PMI activator,PMI act hi M6P,Diaph act CS,TNAP act hi DEA,TNAP inh no acc,L major viab,bIAP act,TNAP inh hi DEA
Cc1ccc(-n2c(SCc3nc4ccccc4[nH]3)nnc2-c2ccncc2)cc1,5,-5,1,1,1,1,-16,10,1.1,-1
COc1ccc(NC(=O)CN2C(=O)CSC(C)C2=O)cc1 (stereo unspecified),4,8,1.1,1.1,1,1,-14,-5,0.9,-2
COc1ccccc1/C=N/NC(=O)C(NC(=O)c1ccccc1)=C(C)C,18,3,0.9,0.9,0.8,1,-12,-5,1,-2
Cc1cc(C)n(C(=O)c2cc3sccc3[nH]2)n1,12,3,0.9,0.9,0.9,1,-8,11,1,-5
CCNC(=S)N1CCN(CCN=CC2=C(O)CC(c3ccco3)CC2=O)CC1 (stereo unspecified),14,-3,0.9,1,0.9,1.1,-7,-2,1,-6
CN(C)Cc1c(O)ccc2[nH]cnc12,26,-16,0.6,0.7,0.7,1,8,-6,1.2,-4
CCSc1ncnc2c1sc1nc3c(cc12)COC(C)(C)C3,3,-17,0.9,0.9,1,1,18,1,1.2,1
Cc1cccc(NC2(C(F)(F)F)N=C3SCCN3C2=O)n1 (stereo unspecified),10,5,1,1,0.9,1.1,-11,-14,1,-5
CC(=O)C1=C(C)N(Cc2ccccc2)C(=O)N[C@@H]1c1cccc(C(F)(F)F)c1,9,8,1.2,1.1,0.9,1,-8,9,0.9,-1
CC(C)OC(=O)CSc1nnc2c(n1)[nH]c1ccc(F)cc12,-4,-29,1,1.1,1,0.9,-1,0,1.3,8
COc1ccc(NC(=O)C2CCCN(c3nc(C)cc(C)n3)C2)cc1 (stereo unspecified),14,-4,0.8,0.9,0.9,1,-7,-2,1,-3
CC(=O)c1sc(NC(=O)c2ccc(C(C)(C)C)cc2)nc1C,4,-3,1,0.9,1,1,-5,1,1,0
COc1ccccc1NC(=O)C/C(N)=N/O,-6,8,1,1.1,1.1,1.1,-16,-1,0.9,-7
CC1CCCN(C(=O)C2c3ccccc3C(=O)N3CCc4ccccc4C23)C1 (stereo unspecified),16,1,1,1,0.8,1.1,-13,5,1,-6
O=C(/C=C/c1ccco1)Nc1ccc(N2CCCC2)cc1,10,4,0.9,0.9,0.9,1,-8,7,1,4
Cc1cccc(NC(=O)CSc2nnc(Cc3ccccc3)o2)c1,16,-2,0.9,1,0.8,1.1,-20,-11,1,-7
COc1ccccc1CNC(=O)c1ccccc1N,8,2,1,1,0.9,1,-12,-3,1,-3
Cc1ccc(C(=O)NCCc2ccc(S(=O)(=O)N3CCCC3)cc2)cc1,9,11,0.9,1,0.9,1,-6,3,0.9,1
CCN(c1ccc(OCC(=O)OCC(=O)Nc2ccc(F)c(F)c2F)cc1)S(=O)(=O)c1ccccc1,33,4,0.9,0.9,0.7,1.1,-9,47,1,-8
COc1ccc(Cl)cc1NC(=S)Nc1ccccc1F,-2,23,0.9,0.9,1,1,8,0,0.8,1
CCOC(=O)Cc1c(C)nc2c(-c3ccc(OC)cc3)c(C)nn2c1C,-8,3,1,1.2,1.1,1,7,0,1,-1
Brc1ccc(-c2cnc(-c3cccs3)o2)cc1,14,20,1.2,1,0.9,1.1,-14,3,0.8,-7
O=C(Nc1ccc(F)cc1)c1ccccc1S(=O)(=O)c1ccccc1[N+](=O)[O-],9,2,1,1.1,0.9,1,-15,58*,1,-2
CCCCc1ccc(NC(=S)N2CCC(O)CC2)cc1,9,-7,1,1,0.9,1,-9,-7,1.1,-2
CC1(c2ccccc2)NC(=O)N(CC(=O)Nc2ccc3c(c2)OCO3)C1=O (stereo unspecified),6,2,1,1,0.9,1.1,-13,22,1,-10
CCCS(=O)(=O)N1CCC(C(=O)N2CCC(Cc3ccccc3)CC2)CC1,17,-4,0.9,0.9,0.8,1,-8,-2,1,-2
CCNc1nc(CSc2ccccc2)nc2sc(C)c(C)c12,42,0,0.7,0.7,0.6,1,-19,39,1,-5
COC(=O)[C@@H](NC(=O)Nc1cccc(Br)c1)C(C)C,3,12,0.9,1.1,1,1,-10,-5,0.9,1
CC(=O)N1CCC(O)(c2cccc(C(F)(F)F)c2)CC1,12,6,1,1,0.9,1.1,-9,-5,0.9,-8
CCN(CC)C(=O)CSc1nnc(NC(=O)CCc2ccccc2)s1,16,-8,1,1,0.8,1.1,-11,-4,1.1,-8
Cc1ccc(C(=O)NNC(=O)c2cccc(S(=O)(=O)N3CCN(c4ccccc4)CC3)c2)cc1,5,-3,0.9,0.9,0.9,1,-83,-12,1,-4
N#CCSc1nc2[nH]ncc2c(=O)n1-c1ccccc1Br,7,8,1.1,1.1,0.9,1.1,-10,7,0.9,-7
CSc1nc2c(c(=O)n1C)SC(C)C2 (stereo unspecified),2,8,0.9,1,1,1,7,-3,0.9,-3
CC12CN3CC(C)(CN(C1)C3c1ccc(Br)cc1)C2 (stereo unspecified),20,7,0.9,0.8,0.8,1,-2,-6,0.9,-3
O=S(=O)(c1ccc(NC2CCCCC2)cc1)N1CCOCC1,11,8,0.8,0.9,0.9,1,-5,-6,0.9,0
CN(CC1COc2ccccc2O1)C(=S)Nc1ccccc1F (stereo unspecified),-3,14,1,1,1,1,-6,-4,0.9,-1
CC1CN(C(=O)c2cccc(S(=O)(=O)Nc3ccc(Cl)cc3)c2)CC(C)O1 (stereo unspecified),20,8,0.9,0.9,0.8,1.1,-13,1,0.9,-6
CC(=O)NC(Cc1cccc(F)c1)C(=O)NC1CCN(c2ncccc2[N+](=O)[O-])CC1 (stereo unspecified),-2,8,1,1,1,1,2,-6,0.9,4
COc1ccc(C)cc1NC(=O)CSc1nnc(CC(=O)Nc2ccccc2F)n1C,4,-4,1,1,1,1.1,-16,-1,1,-7
COc1ccc(NC(=O)CN2CC(c3ccccc3)CC2=O)cc1OC (stereo unspecified),-4,8,1.1,1,1,1,-9,-9,0.9,-3
O=C(CSc1nnc(-c2ccncc2)o1)NCc1ccccc1,7,13,1.1,1.1,0.9,1.1,-2,50*,0.9,-8
CCOC(=O)C1CCCN(C(=O)C2CCN(c3nnc(-n4cccc4)s3)CC2)C1 (stereo unspecified),7,-5,1,1,0.9,1,7,-4,1.1,-3
Cc1cccc(Nc2ccc([N+](=O)[O-])cc2C(=O)O)c1,19,-1,1,1.1,0.8,0.9,-2,-7,1,11
OC1CCN(C(=S)NCCc2ccccc2)CC1,3,17,1.1,1.1,1,1.1,-17,-5,0.8,-15
Cc1ccc(-c2nnn(CCC(=O)NC(C)(C)C)n2)cc1,6,-1,1.1,1.1,0.9,1,-5,0,1,0
Cc1cccnc1NC(=S)Nc1ccc(F)cc1F,14,12,0.9,1,0.9,1,16,-3,0.9,-3
CCc1ccc(CN(C)C(=O)CCc2nnc(CCc3cccc(OC)c3)o2)nc1,16,-3,0.9,0.9,0.8,1,-6,100*,1,-2
CCOc1cc(S(=O)(=O)NC2CC2)c(OCC)cc1-n1cnnn1,5,6,0.9,1,1,1,3,-4,0.9,-1
CN(c1ccc(Cl)cc1)c1cc(=O)n(C)c2ccccc12,29,2,0.9,0.9,0.7,1.1,-9,1,1,-9
O=C(Cn1cnc2sc(-c3ccccc3)cc2c1=O)NCCc1ccccc1,1,nt,1,1,1,1,-5,-6,0.4,-2
Nc1ccc(Cl)c(-c2nc3ncccc3o2)c1,-6,-1,1,1,1.1,1,-9,2,1,-5
Cc1cccc2cc(-c3ccccc3)c(-c3ccccc3)c[n+]12,1,3,1,1,1,0.9,6,100*,1,8
Cc1ccc(C(=O)CN2C(=O)C(=O)N(Cc3ccccc3)C2=O)cc1,18,-6,0.9,1,0.8,1.1,-12,-7,1.1,-10
COc1ccccc1NC(=O)CSc1nc2ccccc2c(=O)n1CCNC(C)=O,12,8,1,1,0.9,1.1,-8,3,0.9,-6
Cc1cccc(NS(=O)(=O)c2ccc(C3CCCCC3)cc2)n1,2,0,1,1,1,1,-1,2,1,2
O=S(=O)(NC1CCCCC1Nc1ccc(Cl)cc1)c1ccccc1 (stereo unspecified),19,30,0.9,0.9,0.8,1,-4,91*,0.7,-4
CCOC(=O)/C(=C\c1ccc([N+](=O)[O-])cc1)C(=O)c1cc(C(C)=O)c(Nc2ccccc2)s1,18,12,1,0.8,0.8,1,6,101*,0.9,-3
COc1ccc(S(=O)(=O)NCc2ccccc2Cl)cc1OC,18,12,0.8,0.9,0.8,1,-3,-3,0.9,0
CN1CCN(c2nc(-c3cccnc3)nc3scc(-c4ccccc4)c23)CC1,2,-4,1,1,1,1.1,-10,46,1,-5
CCN(c1ccc(NC(=O)COC(=O)CCC(=O)c2ccc(F)cc2)cc1)C(C)C,14,-2,0.9,0.9,0.9,1,-8,1,1,-4

# 3 structures out of the list, sorted by number of heavy atoms, low to high.
SMILES,Diaph inh CS,bIAP inh,PMI activator,PMI act hi M6P,Diaph act CS,TNAP act hi DEA,TNAP inh no acc,L major viab,bIAP act,TNAP inh hi DEA
CCOc1cc(S(=O)(=O)NC2CC2)c(OCC)cc1-n1cnnn1,5,6,0.9,1,1,1,3,-4,0.9,-1
CCN(c1ccc(NC(=O)COC(=O)CCC(=O)c2ccc(F)cc2)cc1)C(C)C,14,-2,0.9,0.9,0.9,1,-8,1,1,-4
CCOC(=O)/C(=C\c1ccc([N+](=O)[O-])cc1)C(=O)c1cc(C(C)=O)c(Nc2ccccc2)s1,18,12,1,0.8,0.8,1,6,101*,0.9,-3

# More entries.
SMILES,Diaph inh CS,bIAP inh,PMI activator,PMI act hi M6P,Diaph act CS,TNAP act hi DEA,TNAP inh no acc,L major viab,bIAP act,TNAP inh hi DEA
COc1ccc(O)c(C(=O)c2cnc3onc(C)c3c2)c1,3,11,1.1,0.9,1,1,0,1,0.9,4
O=C(Nc1ccc(Cl)cc1)c1ccc2c(c1)OCO2,12,6,0.9,0.9,0.9,1,-5,-5,0.9,-1
COCCNCCCCOc1ccccc1-c1ccccc1,11,-8,1,1,0.9,1,-12,52*,1.1,-3
CCOC(=O)N1CCN(Cc2ccc(O)c3ncccc23)CC1,72*,-18,0.4,0.4,0.3,1.1,-25,0,1.2,-12
